# Compound activity as filed in PubChem.
# RPL19A-GFP yeast = yeast TOR pathway RPL19A-GFP modulation; S. cerevisiae RPL19A-GFP strain, flow cytometry, 3 h; stronger effect = lower value; actives 0.3% (n = 330,000); AID 2025; percent response vs DMSO, % at 10 µM;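 active = percent response vs DMSO below 50%; inconclusive = fewer than 70 events counted for the yeast strain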;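 note: median channel GFP fluorescence of the barcoded RPL19A-GFP strain; ratio of sample median GFP to plate DMSO average so 100% = DMSO; lower means less RPL19A-GFP as with rapamycin TOR inhibition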
# LAP4 TOR yeast = yeast TOR pathway LAP4-GFP modulation; S. cerevisiae LAP4-GFP multiplex, flow cytometry GFP, 3 h; median GFP as percent of DMSO wells; GFP response vs DMSO, % at 10 µM; actives 0.34% (n = 320,000); AID 2023;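 active = GFP response vs DMSO above a set limit, about the screen mean plus 3 SD, cut at about 150% in these data; inconclusive = under 70 cell events counted for the yeast strain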
# AHR activator = activators of human aryl hydrocarbon receptor. P35869. AHR-responsive luciferase reporter cells, luminescence. activation, % at 5 µM. actives 2.5% (n = 320,000). AID 2796; in the data active = activation above about 47%;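 note: 0% = vehicle wells and 100% = reference agonist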
# Target sequence (P35869 whole entry, looked up): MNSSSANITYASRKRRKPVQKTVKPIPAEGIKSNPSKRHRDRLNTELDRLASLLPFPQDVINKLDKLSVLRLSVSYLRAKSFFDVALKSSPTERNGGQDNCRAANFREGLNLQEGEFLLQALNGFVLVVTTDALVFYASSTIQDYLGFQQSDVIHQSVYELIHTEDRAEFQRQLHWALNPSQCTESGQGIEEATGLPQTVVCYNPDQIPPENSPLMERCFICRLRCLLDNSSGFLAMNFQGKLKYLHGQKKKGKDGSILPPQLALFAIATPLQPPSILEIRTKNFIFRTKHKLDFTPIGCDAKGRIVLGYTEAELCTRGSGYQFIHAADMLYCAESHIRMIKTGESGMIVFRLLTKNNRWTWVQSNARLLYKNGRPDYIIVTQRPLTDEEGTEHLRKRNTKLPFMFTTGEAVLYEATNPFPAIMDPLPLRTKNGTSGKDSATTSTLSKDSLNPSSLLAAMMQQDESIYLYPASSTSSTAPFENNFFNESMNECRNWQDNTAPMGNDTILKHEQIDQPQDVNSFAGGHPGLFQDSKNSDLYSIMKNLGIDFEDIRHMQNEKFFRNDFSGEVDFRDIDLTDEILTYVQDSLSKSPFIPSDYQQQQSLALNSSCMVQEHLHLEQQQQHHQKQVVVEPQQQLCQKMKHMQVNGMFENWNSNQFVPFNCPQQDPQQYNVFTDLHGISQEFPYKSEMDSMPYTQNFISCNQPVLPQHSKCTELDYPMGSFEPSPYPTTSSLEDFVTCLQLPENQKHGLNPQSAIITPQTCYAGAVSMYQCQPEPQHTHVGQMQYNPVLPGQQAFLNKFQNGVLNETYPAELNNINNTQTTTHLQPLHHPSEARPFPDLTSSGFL
# MEP2 TOR yeast = modulators of TOR pathway MEP2-GFP in S. cerevisiae. AID 2016. S. cerevisiae MEP2-GFP strain, flow cytometry GFP, 3 h; 100% = DMSO control level. GFP response vs DMSO, % at 10 µM. actives 0.51% (n = 330,000);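 active = GFP response versus DMSO above a set limit, roughly screen mean plus 3 SD, cut at about 180% in these data; inconclusive = fewer than 70 cells counted for a yeast strain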;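 note: median GFP fluorescence of the barcode-gated MEP2-GFP cells per well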
# AGP1 TOR yeast = yeast TOR pathway AGP1-GFP modulation; S. cerevisiae AGP1-GFP multiplex flow cytometry, 3 h; GFP as percent of DMSO wells; GFP response vs DMSO, % at 10 µM; actives 0.02% (n = 320,000); AID 2066;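 active = GFP response relative to DMSO above a set limit, near screen average plus 3 SD, cut at about 150% in these data; inconclusive = fewer than 70 cells counted for the yeast strain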;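 note: median GFP channel fluorescence of the gated AGP1 strain per well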
# Efflux pump inh = blocks antifungal efflux pumps in multiplex yeast assay. S. cerevisiae Candida pump triplex, Nile Red efflux. inhibition, % at 10 µM. actives 0.44% (n = 330,000). AID 485275;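 active = plate passing quality check with inhibition over a set limit, or well fluorescence over plate mean plus 4 SD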;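 note: Nile Red retained in pooled yeast measured as flow cytometry median fluorescence; 0% = buffer negative control and 100% = Enniatin B positive control; higher means more Nile Red kept so more efflux inhibition; some compounds called inactive have numbers as strong as hits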
# CIT2-GFP yeast = yeast TOR pathway CIT2-GFP modulation. S. cerevisiae CIT2-GFP strain, flow cytometry, 3 h; 100 means same as DMSO wells. GFP response vs DMSO, % at 10 µM. actives 0.065% (n = 320,000). AID 2029;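 active = GFP response relative to DMSO above a set limit, near the screen mean plus 3 SD, cut at about 150% in these data; inconclusive = Fewer than 70 cells measured for a yeast strain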;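 note: ratio of well median GFP fluorescence to mean of DMSO wells on the plate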
# CR mimetic SO = lowers age-related superoxide in aged yeast cells. S. cerevisiae aged cells, superoxide DHE fluorescence; stronger effect = lower value. superoxide response (% of plate mean), % at 10 µM. actives 0.18% (n = 330,000);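 active = superoxide response under a set limit, about three screen SD below normal, cut at about 65% in these data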;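 note: yeast aged for seven days with compound at 30 °C before DHE staining; 100% = average MFI of all compound-treated wells on the plate with controls excluded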
# The depositor's hits bear a star; ? = inconclusive; . = not tested or not shown; [ ] = dose if it differs, or a comment.
SMILES,RPL19A-GFP yeast,LAP4 TOR yeast,AHR activator,MEP2 TOR yeast,AGP1 TOR yeast,Efflux pump inh,CIT2-GFP yeast,CR mimetic SO
CC12CCC(c3c(C(=O)N4CCOCC4)nn(-c4ccccc4)c31)C2(C)C (configuration not stated),88,95,-1,115,91,-0.1,96,97
CSc1ccccc1-n1nnnc1SCc1ccccc1,100,106,2,102,103,0.0,97,87
Cc1cc(C(=O)NCCC2=CCCCC2)no1,97,97,1,96,94,0.2,97,114
CCN(CC)CCn1c2c(c(SCC(=O)Nc3ccc(C(C)C)cc3)nc1=O)CCCC2,98,101,-1,94,106,-0.1,109,98
CCC(=O)NCCCCCCNC(=O)CC,103,97,0,104,104,0.1,104,95
Clc1ccccc1Nc1c2c(nc3ncnn13)CCC2,99,104,-2,102,97,-0.1,103,92
Cc1ccccc1NC(=O)c1ccc2c(c1)CCN2S(C)(=O)=O,99,87,.,101,90,0.0,101,101
CC(C)(C)c1ccc(/C=C2/SC(N3CCCC3)=NC2=O)cc1,96,117,6,96,99,0.1,95,120
O=C(Cn1nnc(-c2cccs2)n1)NCc1ccccc1,104,98,0,104,106,-0.3,101,97
Cc1ccc(C(=O)NCC(=O)OCC(=O)N(CC(C)C)c2c(N)n(Cc3ccccc3)c(=O)[nH]c2=O)cc1,98,98,-2,107,110,0.0,104,98
CC(Sc1n[nH]c(N)n1)C(=O)Nc1cccc2ccccc12 (configuration not stated),97,96,14,107,103,-0.2,102,115
Cc1nc2ccc(S(=O)(=O)N(C)CC(=O)Nc3ccccc3F)cc2s1,95,98,0,96,96,0.0,95,97
COC(=O)C1CN(S(=O)(=O)c2ccc(C)cc2)CCN1S(=O)(=O)c1ccc(C)cc1 (configuration not stated),106,123,-1,121,113,0.1,110,94
O=C(c1ccc(CN2CCc3ccccc3C2)cc1)N1CCc2ccccc2C1,.,90,1,96,95,-0.4,92,93
COc1cc(/C=C(\C#N)c2nc3ccccc3[nH]2)ccc1Oc1ccc([N+](=O)[O-])cn1,108,97,29,113,113,0.0,113,110
O=C(Oc1c(Cl)cc(Cl)c2cccnc12)c1ccco1,95,230*,26,108,85,0.1,71,132
CC1CC(C)CN(CCCNC(=O)c2ccc(CS(=O)(=O)Cc3ccccc3F)o2)C1 (configuration not stated),92,95,0,95,94,-0.2,101,78
COc1cc2c3c(c1OC)C1(C=CC(=O)C=C1)CC3N(C(=O)CCC(=O)O)CC2 (configuration not stated),99,95,0,102,105,-0.2,96,104
c1cc(-c2cc3cc(N4CCOCC4)ccc3o2)cs1,97,142,5,95,91,0.0,90,114
CCOCCCNC(=O)C(Cc1ccccc1)NC(=O)c1ccco1 (configuration not stated),102,97,0,106,108,0.1,101,92
N#Cc1ccccc1Oc1ccc(S(=O)(=O)N2CCCCC2)cn1,101,114,3,98,102,0.0,92,94
CC(=O)c1cccc(NC(=O)N2C3CCC2CC(O)(c2cccnc2)C3)c1 (configuration not stated),100,102,5,105,96,0.2,97,94
CCCCOc1ccccc1Cn1c(=O)oc2ccccc21,73[may fluoresce violet],106[may fluoresce violet],1,178*[may fluoresce violet],.,0.0,?,105
COc1ccc(NS(=O)(=O)c2cccc(C(=O)NCC3(N4CCOCC4)CCCCC3)c2)cc1,76,81,8,85,84,-0.2,89,96
CC(=O)c1cnc2c(-c3ccc(Cl)cc3)c(C)nn2c1C,97,110,0,96,104,-0.1,99,97
COc1ccc(S(=O)(=O)Nc2ccc3c(c2)OCO3)cc1Cl,98,101,1,107,111,-0.1,108,92
COc1cccc(-c2ncc3ccccc3c2COC(=O)N2CCCCC2)c1,100,95,2,86,97,0.5,88,90
Cn1c(/C=C/c2ccc(Br)cc2)c([N+](=O)[O-])c(=O)n(C)c1=O,98,84,21,91,93,-0.1,95,100
O=C(NC1CCCC1)C(c1ccc(Cl)cc1)N1CCc2ccccc21 (configuration not stated),99,91,1,97,102,-0.1,102,93
C=CC[C@@H](Cc1ccc(F)cc1)C(=O)OC[C@@H]1CCCN1C(=O)[C@H](CC=C)CC(=O)NCCO,96,108,-1,100,101,0.1,96,93

# Reformatted with two lines to a compound: entries from further up
# The line under a structure holds: RPL19A-GFP yeast, LAP4 TOR yeast, AHR activator, MEP2 TOR yeast, AGP1 TOR yeast, Efflux pump inh, CIT2-GFP yeast, CR mimetic SO
- COc1cc(/C=C(\C#N)c2nc3ccccc3[nH]2)ccc1Oc1ccc([N+](=O)[O-])cn1
 : 108, 97, 29, 113, 113, 0.0, 113, 110
- O=C(Oc1c(Cl)cc(Cl)c2cccnc12)c1ccco1
 : 95, 230*, 26, 108, 85, 0.1, 71, 132
- CC1CC(C)CN(CCCNC(=O)c2ccc(CS(=O)(=O)Cc3ccccc3F)o2)C1 (configuration not stated)
 : 92, 95, 0, 95, 94, -0.2, 101, 78
- COc1cc2c3c(c1OC)C1(C=CC(=O)C=C1)CC3N(C(=O)CCC(=O)O)CC2 (configuration not stated)
 : 99, 95, 0, 102, 105, -0.2, 96, 104

# Following part.
SMILES,RPL19A-GFP yeast,LAP4 TOR yeast,AHR activator,MEP2 TOR yeast,AGP1 TOR yeast,Efflux pump inh,CIT2-GFP yeast,CR mimetic SO
COCCCN(C(=O)CSCc1ccc(C)cc1)c1c(N)n(Cc2ccccc2)c(=O)[nH]c1=O,105,94,5,109,99,0.2,103,111
CC(O)CNCc1ccccc1C(F)(F)F (configuration not stated),98,95,3,100,106,-0.1,109,94
CC1(C)OC(=O)C(=Cc2ccc(-c3ccc(S(N)(=O)=O)cc3)o2)C(=O)O1,95,105,0,98,105,0.0,99,94
CCOC(=O)c1cc(NC(=O)c2cnccn2)cc(C(=O)OCC)c1,90,93,-2,92,92,0.0,95,79
CC(=O)N1CCN=C1SCc1ccccc1,99,106,-3,106,106,0.0,110,93
OCCNc1nc(N2CCCCC2)nc2ccccc12,100,89,8,101,98,0.1,97,103
CCN1CCN(Cc2ccc(NC(=O)CC3Oc4ccc(C)cc4NC3=O)cc2)CC1 (configuration not stated),101,99,0,107,104,0.0,110,110
Cc1cc(=O)oc2cc(OCC(O)Cn3ccnc3)ccc12 (configuration not stated),101,98,52*,112,102,0.1,105,93
CC(Sc1nc(-c2ccccc2)cc(C(F)(F)F)n1)C(=O)N1CCCCC1 (configuration not stated),94,102,4,101,98,0.0,94,103
Cc1cc(C(=O)N2CCCC(Nc3ccc(F)cc3)C2)c(C)o1 (configuration not stated),98,88,4,90,99,0.0,97,93
COc1ccc(C(=O)n2cnnc2N)cc1,96,102,15,103,102,-0.1,96,87
O=c1c2ccccc2ncn1CCOc1ccccc1[N+](=O)[O-],89,85,7,90,90,-0.2,93,113
NC(=O)c1ccc(NC(=O)CCC(=O)c2cccs2)cc1,101,113,1,101,101,-0.3,98,99
O=C(Cc1cccs1)Nc1cccc(C(=O)Nc2ccc(C(=O)O)cc2)c1,103,107,0,108,101,-0.2,109,86
O=C(COc1ccc([N+](=O)[O-])cc1)N(Cc1ccccc1)Cc1ccccc1,95,98,6,102,94,0.3,85,99

# MEP2 TOR yeast: what is marked active above
Structure | RPL19A-GFP yeast | LAP4 TOR yeast | AHR activator | MEP2 TOR yeast | AGP1 TOR yeast | Efflux pump inh | CIT2-GFP yeast
CCCCOc1ccccc1Cn1c(=O)oc2ccccc21 | 73[may fluoresce violet] | 106[may fluoresce violet] | 1 | 178*[may fluoresce violet] | . | 0.0 | ?

# (list continues)
SMILES,RPL19A-GFP yeast,LAP4 TOR yeast,AHR activator,MEP2 TOR yeast,AGP1 TOR yeast,Efflux pump inh,CIT2-GFP yeast,CR mimetic SO
Cc1c(N=C2SC(CC(=O)Nc3ccccc3)C(=O)N2CCN2CCOCC2)c(=O)n(-c2ccccc2)n1C (configuration not stated),94,102,2,106,106,-0.2,96,116
O=C(CN1C(=O)CC(c2ccccc2)=Nc2ccccc21)NCc1ccco1,98,103,9,109,104,-0.1,104,89
CCOc1ccc(/C=C/C(=O)Oc2ccccc2)cc1,104,102,4,110,96,0.1,104,106
Cc1ccc(CNC(=O)C2CCCN(S(=O)(=O)c3c(C)n[nH]c3C)C2)cc1 (configuration not stated),102,103,1,109,111,-0.1,106,103
COC(=O)c1sc2cc(C(F)(F)F)cnc2c1-c1ccccc1,99,95,-1,101,101,-0.1,98,104
Cc1ccc(C(=S)N2CCN(Cc3ccccc3)CC2)s1,93,104,0,90,103,-0.1,94,98
Cn1c(=O)c2c(nc(N/N=C/c3cccs3)n2C)n(C)c1=O,98,110,19,98,97,-0.1,94,109
COc1ccc(NS(=O)(=O)c2csc(C(N)=O)c2)cc1,99,94,2,103,97,0.0,98,88
O=C(NCC1CCCO1)c1sc2ccccc2c1Cl (configuration not stated),100,98,1,101,93,0.1,98,100
CCOC(=O)N1CCN(C(=O)COC(=O)c2ccccc2NCCO)CC1,95,95,5,96,94,0.1,91,95
CCCCN(C)CCNC(=O)c1ccc(Cn2c(=S)[nH]c3ccc(Br)cc3c2=O)cc1,94,99,-2,89,96,0.1,93,110
O=C(NNc1ncnc2sccc12)c1ccc(Cl)cc1,102,113,10,94,105,-0.1,97,94
C/C(CC(=O)Nc1ccc(C)c(Cl)c1)=N\NC(=O)c1ccccn1,104,92,7,97,93,0.9,90,102
Cc1ccsc1C1NC(=O)c2c(sc3c2CCCC3)N1 (configuration not stated),93,97,114*,108,90,0.1,98,92
COC(=O)[C@]1(C)N[C@H](CN(C)S(=O)(=O)c2ccc(C(F)(F)F)cc2)[C@@H]2C(=O)N(C)C(=O)[C@@H]21,97,92,-1,101,102,-0.4,106,117
CC(C)COC(=O)C1C2C=CC3(CN(C(C)c4ccc(Br)cc4)C(=O)C13)O2 (configuration not stated),101,106,-1,116,110,-0.5,101,104
COc1ccc(NC(=O)C2CCCN(C(=O)Nc3ccc(F)cc3)C2)cc1OC (configuration not stated),104,109,4,105,99,-0.1,102,105
Cc1cccc(C2NC(c3cccc(C)c3)C(C)C(=O)C2C)c1 (configuration not stated),100,95,0,93,99,0.2,98,100
CCOc1ccc(/C(CCC(=O)O)=N/NC(=S)NC(C)C)cc1,101,101,5,106,107,-0.1,104,95
COc1ccccc1N1CCN(C(=O)c2sc3nc(-c4ccc(F)cc4)cn3c2C)CC1,82,127,2,98,81,0.1,86,117
CCOC(=O)c1c(-c2ccccc2)csc1NC(=O)C(C)NCCCN1CCOCC1 (configuration not stated),95,104,3,95,102,0.1,98,90
N/C(=C/C(=O)c1ccccc1O)C(F)(F)F,104,101,2,109,100,0.2,107,110
Cc1ccc(CNC(=O)c2ccc(NC3=NC4CS(=O)(=O)CC4S3)cc2)cc1 (configuration not stated),96,92,2,98,96,0.1,89,96

# Compound profiles, from the list above:
# Entry for Cc1ccc(C(=S)N2CCN(Cc3ccccc3)CC2)s1 : RPL19A-GFP yeast = 93; LAP4 TOR yeast = 104; AHR activator = 0; MEP2 TOR yeast = 90; AGP1 TOR yeast = 103; Efflux pump inh = -0.1; CIT2-GFP yeast = 94; CR mimetic SO = 98
# Entry for CCOC(=O)c1cc(NC(=O)c2cnccn2)cc(C(=O)OCC)c1 : RPL19A-GFP yeast = 90; LAP4 TOR yeast = 93; AHR activator = -2; MEP2 TOR yeast = 92; AGP1 TOR yeast = 92; Efflux pump inh = 0.0; CIT2-GFP yeast = 95; CR mimetic SO = 79
